Screening data: PubChem, National Center for Advancing Translational Sciences (NCATS)
Mito fusion yeast – inhibitors of mitochondrial division or activators of mitochondrial fusion; S. cerevisiae fusion-defective mutant growth rescue, CellTiterGlo 48 h; hit rate 0.23% among 320,000; AID 485298; Potency, µM (titrated, usually from 46.1 µM), for the others: top-dose growth rescue (activation), most hits filed as activators;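 further: potency means the concentration at half of the fitted maximal effect; % of control where 0% means no effect; nearly all actives have a fitted effect of over 45% in size; temperature-sensitive fusion mutants such as fzo1-1 at 37 °C on non-fermentable ethanol glycerol medium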
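S. cerevisiae fusion-defective temperature-sensitive mutants (e.g. fzo1-1, mgm1-5) grown 48 h at 37C in YPEG (ethanol/glycerol non-fermentable) medium with 23 nl compound per well; growth rescue read as CellTiterGlo luminescence.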
TCR act – activates T cell receptor signaling | primary human leukocytes, anti-CD3, IL-2 HTRF, 48 h | Potency, µM (doses to about 9.22 µM), for the others: top-dose activation of IL-2 secretion, most hits filed as activators | 330,000 tested, under 10 active | AID 504894; further: % of control where 0% means no effect
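Using a-CD3 beads without co-stimulation, primary human leukocytes were exposed to compounds for 48 hr. An HTRF IL-2 kit measured the cytokine, with europium-to-d2 energy transfer producing emission at 665nm upon 320nm excitation.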
Tb PFK inh – blocks T. brucei phosphofructokinase; T. brucei PFK, ADP-Glo luminescence; Potency, µM (top dose mostly 57.5 µM), inactives show at the highest dose activity, negative = inhibition, hits mostly inhibitors; hit rate 0.17% among 330,000;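 further: potency means the concentration at half of the fitted maximal effect; 0% = uninhibited 1x PFK enzyme wells and -100% = no-enzyme wells; nearly all actives have a fitted effect of over 60% in size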
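In TEA buffer at pH 8.0 with 5 mM MgCl2, enzyme (1.25 nM) converted F6P (0.5 mM) and ATP (0.1 mM) for 45 min at room temperature. ADP product was read by luciferase luminescence.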
BCR signal inh – chronic active BCR signaling inhibition; hit rate 0.05% among 340,000; ABC-DLBCL IkBa-CBG/CBR reporter, luminescence ratio, 4 h; Potency, µM (highest dose often 46.1 µM), without a hit: at the top dose ratio change, negative = lower green/red ratio, actives largely listed as inhibitors; active means well fitted inhibition curve with a large enough effect in the signal ratio, with a control signal flat, not every such curve was filed as active; inconclusive means small, poorly fitted or top-dose-only effect, or effect the other way, or a change in a side signal; the % refers to the signal ratio;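 further: potency means the concentration at half of the fitted maximal effect; plate controls were basal doxycycline-induced cells for no effect and cells given 10 µM MG132 for full effect; MG132 reads +100%, hits lower the ratio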
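Compounds up to 46 uM were incubated four hours with TMD8 cells whose green CBG68 luciferase is fused to IkappaBalpha; red CBR luminescence normalised the signal, and concentration-effect curves were fitted to fusion, red and ratio data.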
TSHR antagonist – human thyrotropin receptor antagonism; P16473; TSHR-expressing cells, TSH-stimulated cAMP HTRF, 2 h; stronger effect = lower value; activity change, negative = inhibition, % at 11.5 µM; hit rate 0.2% among 330,000; AID 504810;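 active means activity change below a set negative limit, meaning inhibition stronger than a set level, cut at about -70% in these data; inconclusive means activity change between two set negative limits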; further: on the % scale 0 is the no-effect control and ±100 the full control effect
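Inhibition of cAMP made by TSHR-expressing cells under TSH stimulation (4nM final, EC80; 2 h, 37 deg C) is quantified with a one-step lysis HTRF kit, anti-cAMP cryptate versus cAMP-d2.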
USP2a block – blocks human ubiquitin-specific protease USP2a. O75604. USP2 core, Ub-CHOP2 coupled fluorogenic reporter, 485/531. Potency, µM (doses to about 38.3 µM), for the others: top-dose activity change, negative = inhibition, actives largely listed as inhibitors. hit rate 0.01% among 330,000. AID 463254;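 further: potency means the concentration at half of the fitted maximal effect; plate controls were DMSO wells for no effect and full inhibition by NEM control for full effect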
Target sequence (O75604 whole entry, looked up): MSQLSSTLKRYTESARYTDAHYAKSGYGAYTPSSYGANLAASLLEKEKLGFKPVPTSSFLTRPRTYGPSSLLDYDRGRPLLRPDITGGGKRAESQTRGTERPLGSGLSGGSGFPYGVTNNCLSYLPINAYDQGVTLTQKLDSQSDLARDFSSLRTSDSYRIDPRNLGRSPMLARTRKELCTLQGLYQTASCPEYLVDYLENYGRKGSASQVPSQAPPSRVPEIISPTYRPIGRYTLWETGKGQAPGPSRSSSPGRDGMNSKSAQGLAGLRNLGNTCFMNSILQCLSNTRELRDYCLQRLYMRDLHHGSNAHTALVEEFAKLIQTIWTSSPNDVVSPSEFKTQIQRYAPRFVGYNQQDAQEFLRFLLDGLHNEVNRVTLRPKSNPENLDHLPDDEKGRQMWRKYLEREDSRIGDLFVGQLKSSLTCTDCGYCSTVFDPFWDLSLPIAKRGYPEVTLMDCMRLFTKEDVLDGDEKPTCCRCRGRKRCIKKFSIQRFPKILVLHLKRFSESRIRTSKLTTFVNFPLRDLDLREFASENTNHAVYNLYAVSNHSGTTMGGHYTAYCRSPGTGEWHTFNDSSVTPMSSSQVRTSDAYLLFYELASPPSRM
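Deubiquitinase activity read as fluorescence (485/531 nm) after Ub-CHOP2 cleavage activates the enterokinase reporter on its substrate; USP2 core 10nM, Ub-CHOP2 and substrate 25nM each, 30min compound preincubation then 60min RT; data normalized to NEM, curves fitted.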
Eya2 inh – inhibitors of human Eya2 phosphatase activity. O00167. recombinant Eya2, OMFP fluorescence dephosphorylation (OMFP is methylfluorescein phosphate). Potency, µM (titrated, usually from 76.9 µM), inactives show top-dose activity, negative = inhibition, usual class: inhibitors. hit rate 0.006% among 330,000. AID 488837; further: potency means the concentration at half of the fitted maximal effect; on the % scale 0 is the no-effect control and ±100 the full control effect
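Eya2 (0.2 uM) preincubated 10 min at ambient with compound, then OMFP substrate added at 50 uM; 10 min reaction in 50 mM HEPES pH 7.5, 50 mM NaCl, 5 uM MgCl2, 0.05% BSA, 1 mM DTT. Fluorescence read at Ex 485/Em 525 nm.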
ELG1 repair inh – inhibitors of ELG1-dependent DNA repair in HEK293T cells; HEK293T ELG1-luciferase reporter, luminescence, 16 h; DNA damage induced by 5-fluorouridine; Potency, µM (titrated, usually from 46.1 µM), inactives show at the highest dose activity change, negative = inhibition, hits mostly inhibitors; hit rate 2.3% among 330,000; further: potency means the concentration at half of the fitted maximal effect; on the % scale 0 is the no-effect control and ±100 the full control effect; nearly all actives have a fitted effect of over 55% in size
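5-Fluorouridine DNA damage + compound/DMSO, 2,000 cells/well, 16 h, 37 °C/5% CO2. ONE-Glo, 30 min RT, luminescence. Readout = decrease in reporter signal.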
B2AR arrestin – recruits beta-arrestin to the human beta2-adrenergic receptor | beta-arrestin recruitment to beta2AR, cell-based reporter | hit rate 0.02% among 330,000 | Potency, µM (series often up to 46.1 µM), for inactives: top-dose activation, actives largely listed as activators | P07550;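 further: potency means the concentration at half of the fitted maximal effect; 0% = DMSO controls and full agonism = EC100 isoproterenol or metaproterenol; nearly all actives have a fitted effect of over 65% in size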
Target sequence (P07550 whole entry, looked up): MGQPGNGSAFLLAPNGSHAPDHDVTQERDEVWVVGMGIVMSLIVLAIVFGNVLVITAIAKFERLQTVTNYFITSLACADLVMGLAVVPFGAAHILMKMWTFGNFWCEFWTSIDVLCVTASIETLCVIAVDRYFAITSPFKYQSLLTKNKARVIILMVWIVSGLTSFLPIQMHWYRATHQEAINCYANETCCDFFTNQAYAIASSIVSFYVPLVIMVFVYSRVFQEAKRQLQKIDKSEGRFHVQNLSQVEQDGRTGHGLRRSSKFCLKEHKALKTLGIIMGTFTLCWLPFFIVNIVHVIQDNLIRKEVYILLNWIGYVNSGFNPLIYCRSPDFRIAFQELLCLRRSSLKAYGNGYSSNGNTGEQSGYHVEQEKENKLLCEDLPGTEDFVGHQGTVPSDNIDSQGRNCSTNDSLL
uPA surface inh – blocks generation of uPA at the cell surface. cell surface uPA generation assay, qHTS. Potency, µM (doses to about 38.3 µM), for the others: at the top dose activity change, negative = inhibition, most hits filed as inhibitors. hit rate 0.31% among 330,000. AID 540303; active means well fitted inhibition curve with a large enough effect; inconclusive means small, poorly fitted or top-dose-only effect; inactive means no such curve, though single readings can be large or run the other way; tested in mouse RAW 264.7 cells; further: potency means the concentration at half of the fitted maximal effect; on the % scale 0 is the no-effect control and ±100 the full control effect; nearly all actives have a fitted effect of over 55% in size
PTAP TSG101 blk – blocks PTAP/TSG101 interaction to inhibit HIV-1 budding. Q99816. Fluorescence polarization, FITC-PTAP peptide / Tsg101 binding. Potency, µM (series often up to 115 µM), inactives show top-dose activity change, negative = inhibition, hits mostly inhibitors. 340,000 tested, under 10 active; active means well fitted inhibition curve with a large enough effect in the main read-out, with a control signal flat, not every such curve was filed as active; inconclusive means small, poorly fitted or top-dose-only effect, or effect the other way, or a change in a side signal; inactive means no such curve, though single readings can be large or run the other way; further: potency means the concentration at half of the fitted maximal effect; % of control where 0% means no effect
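Compounds were pin-transferred onto Tsg101 binding domain (10 uM final) in HEPES pH 7.5 buffer, then FITC-PTAP peptide was added at 50 nM final. After 20 min at RT, polarization reported peptide displacement across a qHTS concentration series.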
* hit, by the source's call; ? = inconclusive; . = no result given; & = joins results of further samples; [ ] = dose if it differs, or a comment. Unless noted, the call rests on the fitted dose curve; in most records, active means well fitted curve in the direction sought with a large enough effect; inconclusive means small, poorly fitted or top-dose-only effect, or another doubt; inactive means no such curve, though single readings can be large; an effect the other way counts as inactive or inconclusive. This is a subset, so the mix of outcomes need not match the whole.

SMILES | Mito fusion yeast | TCR act | Tb PFK inh | BCR signal inh | TSHR antagonist | USP2a block | Eya2 inh | ELG1 repair inh | B2AR arrestin | uPA surface inh | PTAP TSG101 blk
Cc1cc(C)nc(N/N=C/C2=C(O)CC(c3ccccc3)CC2=O)n1 (stereo unspecified) | -2% | . | -1% | -4% | -9 | -2% | -21% | ? | -1.1% | . | .
CC(C)c1ccc(C2NCc3ccccc3-n3cccc32)cc1 (stereo unspecified) | -15% | -1% | 1% | ? | -1 | 0% | -15% | -13% | 0.2% | -16% | -3%
Cc1cnc(C(=O)Nc2ccc(OC(F)(F)F)cc2)cn1 | -6% | . | 1% | ? | 48 | 1% | -6% | 43% | 0.2% | ? | -1%
COC(=O)C1=C(c2ccc(F)cc2F)C[C@@H]2CC[C@H]1N2C(=O)NC1Cc2ccccc2C1 | -14% | 2% | -3% | -1% | 23 | 1% | 1% | 24% | 0.4% | 8% | .
O=c1[nH]c(O)c(C=Nc2ccc(Cl)cc2Cl)c(=O)[nH]1 | 0% | 1% | 7% | ? | 2 | 2% | -3% | -1% | -0.7% | -1% | 0%
CC(C)c1ccc(N=Nc2c(O)[nH]c(=O)[nH]c2=O)cc1 | 3% | 4% | 1% | 17% | -2 | 3% | -4% | ? | -0.6% | 2% | 1%
COc1ccc(C2SCC(=O)Nc3c2c(C)nn3C2CCOC(C)(C)C2)cc1 (stereo unspecified) | -2% | 1% | 0% | 1% | 7 | 1% | 29% | -11% | -0.6% | . | 0%
Cc1cc(OCC(=O)N2CCC(C(=O)NCC(C)C)CC2)c2c3c(c(=O)oc2c1)CCCC3 | -3% | -1% | 0% | -4% | -8 | 2% | -3% | 5% | 0.4% | -4% | -1%
O=[N+]([O-])c1cccc(CN2CCN(Cc3ccc(Br)cc3)CC2)c1 | 3% | 7% | 0% | 7% | -7 | 3% | 7% | ? | 0.1% | -1% | 0%
Cc1ccc(NC(=O)COc2ccc(-n3ccnc3)cc2)cc1Cl | 3% | -3% | 10% | 0% | 7 | 4% | 3% | ? | 0.1% | -2% | 1%
CCC12CN3CCN(CC(C3)/C1=N\O)C2 | 4% | 11% | 2% | 2% | -7 | 0% | 24% | 4% | 0.1% | 3% | 0%
COc1ccc2nc(NC3=NCCN3)sc2c1 | ? | 0%[46.1 µM] | -9% | -6% | -2 | 2% | 0% | ? | -0.4% | -6% | -1%
CN1C(=O)NC(=O)/C(=C/c2ccc([N+](=O)[O-])s2)C1=O | -3% | 2% | 28% | 8% | -3 | -7% | 8% | -17% | -0.2% | -2% | -5%
Cn1c(O)c(N=Nc2cccc(S(=O)(=O)N3CCOCC3)c2)c(=O)n(C)c1=O | 4% | -29% | -8% | -1% | 33 | -1% | 9% | -12% | -0.5% | 15% | -5%
Oc1ccc2c3c1OC1c4[nH]c5ccccc5c4C[C@@]4(O)C(C2)N(CC2CC2)CC[C@]314 (stereo partly specified) | . | -11% | 0% | -1% | -4 | 2% | -2% | 13% | -0.8% | -9% | -4%
C[C@H]1CCC/C=C/[C@@H]2C[C@H](O)C[C@H]2[C@H](O)/C=C/C(=O)O1 | 9%&9% | -1%&13% | -9%&-7% | ? | -19&-19 | -1%&1% | 3%&-4% | ? | 0.0%&0.2% | ? | 4%&-1%
CNc1cc(Cl)c2nonc2c1[N+](=O)[O-] | -7% | -2% | -28% | ? | -89* | 2% | -16% | ? | 0.1% | -8% | -7%
COc1ccc(C(O)P(=O)(Oc2ccccc2)Oc2ccccc2)cc1 (stereo unspecified) | 14% | -6% | 1% | -1% | 0 | 0% | 7% | ? | 2.5% | 2% | -4%
NCCCCCC(=O)OC1N=C(c2ccccc2Cl)c2cc(Br)ccc2NC1=O (stereo unspecified) | -1% | 7% | 0% | -12% | 5 | 0% | 8% | 2% | 0.1% | 11% | -7%
Cc1nc2ccccn2c1P(=S)(N1CCCCC1)N1CCCCC1 | 5% | 5% | 2% | ? | -18 | -2% | -22% | ? | -0.1% | 13% | -3%
O=[N+]([O-])c1ccccc1CCl | -1% | -3% | -1% | 4% | 24 | 0% | 14% | ? | -0.2% | -22% | -1%
C=CCN1C(=O)/C(=C/c2ccc3c(c2)CCCN3CCC)C(=O)NC1=S | 0% | -3%[46.1 µM] | 21% | 6% | 6 | 3% | 11% | ? | 0.0% | 0% | 0%
COC(=O)C1=C(c2ccc(-c3ccccc3)c(F)c2)C[C@@H]2CC[C@H]1N2C(=O)N1CCCC1 | 8% | -1% | -2% | ? | ? | 3% | -16% | -16% | 0.0% | -27% | .
COc1cccc(Oc2coc3cc(OC(=O)N(C)C)ccc3c2=O)c1 | 2% | 5% | 0% | 1% | -7 | 3% | -3% | 6% | 0.3% | -3% | 2%
COc1ccc(-c2nn(CCC#N)cc2C(=O)NCc2ccccc2)cc1OC | 1% | -1% | 1% | ? | -15 | 2% | 3% | -5% | -0.8% | 5% | -5%
CCOc1cc(N2CCOCC2)c(OCC)cc1NC(=O)C1=NN(c2cccc(C)c2)C(=O)CC1 | -3% | -17% | -26% | -1% | -5 | 0% | -3% | ? | 0.3% | 13% | 0%
COCCn1c(C)cc(C(=O)COC(=O)c2cc3c(s2)CCC3)c1C | 11% | -4% | ? | 0% | -29 | -1% | -9% | ? | 0.3% | 4% | 0%
CC1CCCC(NC(=O)COC(=O)c2cn(C)c3ccccc23)C1C (stereo unspecified) | 9% | 1% | 1% | -6% | -6 | -1% | -18% | 0% | -0.3% | 6% | 1%
O=C(c1ccc(CS(=O)(=O)c2ccccc2)o1)N1CCC2(CC1)OCCO2 | 3% | 5% | ? | 6% | 15 | -7% | 2% | 11% | -0.2% | . | 0%
COc1ccc(-n2c(O)c(C(C)=NCCCn3ccnc3)c(=O)[nH]c2=O)cc1 | -1% | 4% | 0% | 6% | -5 | 4% | 13% | -12% | -0.1% | 4% | 0%
CCCc1nnc(NC(=O)CCC(=O)N2CCC3(CC2)OCCO3)s1 | -3% | -8% | -3% | 1% | 8 | -4% | ? | 28% | -0.4% | 0% | 0%
CN=C(SCc1ccccc1)c1c(O)n(C)c(=O)n(C)c1=O | 1% | -2% | -1% | -8% | -5 | 0% | 21% | 11% | -0.5% | 2% | -2%
O=C(COC(=O)Cc1ccccc1)NCCNC(=O)COC(=O)Cc1ccccc1 | -5% | 1% | 2% | -1% | 5 | 2% | 0% | 11% | -0.1% | 0% | -5%
CN(C)CC#CCC(O)(c1ccccc1)C1CCCC1 (stereo unspecified) | 2% | 1% | 4% | -3% | 5 | 0% | 13% | -3% | -0.1% | 3% | -3%
COc1cc(C(=O)N/N=C/C23CC[C@@H](O)CC2(O)CC[C@@H]2[C@@H]3CCC3(C)C(C4=CC(=O)OC4)CCC23O)ccc1O (stereo partly specified) | 0% | -2% | -2% | -6% | -18 | 0% | -3% | -14% | -0.7% | 0% | -1%
Cn1c[n+](C)cc1C(O)c1ccccc1 (stereo unspecified) | -4%&4% | -2%&0% | 0%&-5% | 0%&-1% | 7&8 | 1%&-1% | 9%&-4% | 14%&-3% | -0.1%&-1.7% | 1% | -2%&-1%
COc1ccc(OC)c(NC2=NCCS2)c1 | -4% | 5% | -3% | -4% | -1 | 0% | -4% | 16% | -0.3% | 1% | -3%
COc1ccc(C(=O)C2CCCN(Cc3ccc(C)s3)C2)c(OC)c1 (stereo unspecified) | 0% | -3% | -1% | ? | 5 | 3% | -25% | -17% | 0.0% | -2% | -3%
C=CCn1c(O)c(C(C)=NCCC(c2ccccc2)c2ccccc2)c(=O)[nH]c1=O | -12% | 1%[46.1 µM] | 3% | -1% | 6 | 1% | -1% | 7.3µM* | 0.4% | 2% | 0%
C=CCn1c(O)c(C=NCCCn2ccnc2)c(=O)[nH]c1=O | -4% | -2% | -1% | 17% | 11 | 1% | 9% | 12% | 0.4% | 0% | -1%
Cc1ccccc1-n1c(O)c(/C=N/c2nccs2)c(=O)[nH]c1=O | -2%&0% | 2%[46.1 µM] | 17%&18% | ? | -3&22 | 3%&3% | 3%&-2% | ? | 0.2%&-0.9% | 1%&-2% | 1%&0%
C[C@H](NC(=O)N1C[C@H]2C[C@@H](C1)c1cccc(=O)n1C2)C(=O)Nc1ccc(F)c(F)c1 | 3% | -1% | -6% | -2% | 39 | -4% | -15% | -3% | -0.2% | -1% | -1%
